RXFP1 antagonist = RXFP1 (human) relaxin receptor antagonism. Q9HBX9. HEK293-RXFP1, relaxin-stimulated cAMP HTRF, 30 min; hits give low values. activity change, negative = inhibition, % at 57.5 µM. 350,000 compounds, 0.59% hits. AID 1259400;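 active means activity change of -60% or lower, but not beyond a set lower limit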; further: on the % scale 0 is the no-effect control and ±100 the full control effect
Target sequence (Q9HBX9 whole entry, looked up): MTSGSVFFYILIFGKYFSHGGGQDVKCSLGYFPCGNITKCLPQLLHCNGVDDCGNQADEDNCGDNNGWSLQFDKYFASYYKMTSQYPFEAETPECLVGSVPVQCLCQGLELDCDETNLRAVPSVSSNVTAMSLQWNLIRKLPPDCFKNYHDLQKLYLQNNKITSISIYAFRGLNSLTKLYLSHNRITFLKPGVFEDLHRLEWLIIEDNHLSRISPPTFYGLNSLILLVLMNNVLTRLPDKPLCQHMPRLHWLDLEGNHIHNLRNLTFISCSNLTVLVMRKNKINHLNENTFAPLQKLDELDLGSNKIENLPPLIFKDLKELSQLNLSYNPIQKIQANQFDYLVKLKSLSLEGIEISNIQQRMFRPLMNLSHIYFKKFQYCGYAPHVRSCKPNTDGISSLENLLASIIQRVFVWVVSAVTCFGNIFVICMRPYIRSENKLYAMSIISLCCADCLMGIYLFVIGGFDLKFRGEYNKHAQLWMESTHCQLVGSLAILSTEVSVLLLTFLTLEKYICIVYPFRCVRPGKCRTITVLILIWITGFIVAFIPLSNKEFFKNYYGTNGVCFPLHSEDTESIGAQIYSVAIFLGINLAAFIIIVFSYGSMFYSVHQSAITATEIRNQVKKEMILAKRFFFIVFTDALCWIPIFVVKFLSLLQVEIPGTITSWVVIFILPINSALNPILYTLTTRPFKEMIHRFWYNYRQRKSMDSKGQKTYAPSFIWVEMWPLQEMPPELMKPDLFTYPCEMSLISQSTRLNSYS
TRHR enhancer = TRH receptor (human) allosteric enhancement | TRHR cells, fluo-8 calcium fluorescence, EC20 TRH enhancement | enhancement, % at 2 µM | 360,000 compounds, 0.66% hits | AID 493056; in the data active means enhancement above about 30%; further: 0% is about no effect
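TRHR-expressing cells loaded with fluo-8 calcium dye were read kinetically (ex 480/em 530) during compound addition, then stimulated with an EC20 of TRH (10 nM final). Enhancement of the Gq-mediated intracellular calcium response was scored.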
D2 potentiator = D2 dopamine receptor (human) potentiation. potentiation, % at 10 µM. 340,000 compounds, 0.34% hits. HEK293 T-REx D2, calcium flux, EC20 dopamine potentiation. AID 485347. P14416;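 active means potentiation over 3 SD above the plate norm, cut at about 30% in these data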; further: 0% is about no effect
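Tetracycline-induced HEK293 T-REx cells force-coupled to calcium signalling expressed D2; compounds were pin-added after a 10 s baseline, read kinetically 180 s, then an EC20 dopamine challenge followed with a further 180 s calcium read.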
RXFP1 ag = RXFP1 (human) receptor agonism. HEK293T-RXFP1 cAMP TR-FRET, 30 min; response scale: percent of porcine relaxin response, buffer zero. Potency, µM (series often up to 57.5 µM), for the others: at the highest dose activation, hits mostly activators. 370,000 compounds, 0.3% hits. AID 2676; active means well fitted activation curve with a large enough effect; further: potency means the concentration at half of the fitted maximal effect; on the % scale 0 is the no-effect control and ±100 the full control effect; nearly all actives have a fitted effect of over 60% in size; many of its hits are not listed in these tables
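HEK293 cells stably expressing RXFP1, treated 30 min at 37C with compounds plus PDE4 inhibitor Ro 20174; cAMP measured by HTRF TR-FRET. Normalized to buffer and 29 nM porcine relaxin; EC50 by Hill fit.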
D1 potentiator = human D1 dopamine receptor positive modulation; P21728; HEK293 TREx D1 cells, calcium flux, dopamine EC20 potentiation; potentiation, % at 10 µM; 360,000 compounds, 0.036% hits; in the data active means potentiation above about 30%; further: 0% is about no effect
D2 agonist = D2 dopamine receptor (human) agonism | HEK293 T-REx D2 cells, calcium flux agonist mode | activation, % at 2 µM | 340,000 compounds, 0.53% hits | AID 485358;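 active means activation over 3 SD above normal in the single-dose calcium agonist read, cut at about 30% in these data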; further: 0% is about no effect
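In this primary screen, compounds producing a positive calcium signal within 180 s of addition to tetracycline-induced, force-coupled HEK293 Trex D2 cells are flagged; cells are dye-loaded with a no-wash calcium kit beforehand.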
D2 antag = antagonizes the human D2 dopamine receptor; P14416; HEK293 TREx D2 cells, calcium flux, dopamine EC80; inhibition, % at 10 µM; 340,000 compounds, 2% hits; AID 485344; in the data active means inhibition above about 30%; further: 0% is about no effect
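In this primary screen, negative modulation is detected by tracking calcium flux after an EC80 dopamine challenge in inducible HEK293 T-REx D2 cells preexposed to test compound for 180 s.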
D1 ag = activates the human D1 dopamine receptor. P21728. HEK293 T-REx D1 cells, calcium flux, agonist mode. activation, % at 2 µM. 360,000 compounds, 1% hits; in the data active means activation above about 30%; further: 0% is about no effect
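Tetracycline-induced HEK293 TREx D1 cells, force-coupled to calcium signalling, were dye-loaded with a no-wash calcium kit. Compound was pin-added after a 10 s baseline. Fluorescence was read kinetically at 1 cycle/s for 180 s, with calcium rises flagged as agonism.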
D1 antagonist = human D1 dopamine receptor antagonism; P21728; HEK293 TREx D1 cells, calcium flux, dopamine EC80; hits give low values; activity change, negative = inhibition, % at 10 µM; 360,000 compounds, 3.2% hits; AID 504652; in the data active means activity change below about -30%; further: on the % scale 0 is the no-effect control and ±100 the full control effect
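HEK293 T-REx cells expressing inducible, force-coupled D1 receptor; no-wash Ca dye, 30–90 min RT. Cmpd → 180 s read at 1 Hz → EC80 DA → 180 s read.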
An asterisk follows results filed as active; · = not tested or not shown; & = joins results of further samples; ! = repeats disagree.

The opening two compounds (preview)
No. | Structure | RXFP1 antagonist | TRHR enhancer | D2 potentiator | RXFP1 ag | D1 potentiator
1 | Cc1ccc2c(c1)N(CCC(=O)N1CCC3(CC1)OCCO3)C(=O)CO2 | -6 | 2 | · | -0.4% | -5
2 | NC(=S)c1cn(C2OC(CO)C(O)C2O)c2ncnc(N)c12 (stereo unspecified) | 7 | 3 | -1 | 0.2% | 2

No. | D2 agonist | D2 antag | D1 ag | D1 antagonist
1 | · | · | 6 | 2
2 | 1.1 | 2 | 4 | -6

The listing, from the first entry:
No. | Structure | RXFP1 antagonist | TRHR enhancer | D2 potentiator | RXFP1 ag | D1 potentiator
1 | Cc1ccc2c(c1)N(CCC(=O)N1CCC3(CC1)OCCO3)C(=O)CO2 | -6 | 2 | · | -0.4% | -5
2 | NC(=S)c1cn(C2OC(CO)C(O)C2O)c2ncnc(N)c12 (stereo unspecified) | 7 | 3 | -1 | 0.2% | 2
3 | COc1ccc(Br)cc1CNCCc1cccc(Cl)c1 | -19 | 6 | · | -2.8% | 14
4 | COP(=O)(OC)C(NC(=O)C(C)(C)C)=C(Cl)Cl | -12 | -3 | 4 | -0.2% | 1
5 | CCOC(=O)c1c(C)[nH]c(C(=O)C(C)N2CCCC2)c1C (stereo unspecified) | -11 | 10 | -14 | -1.6% | -6
6 | O=c1c2ccccc2nc(/C=C/c2ccc(O)c(O)c2)n1-c1ccccc1 | -24 | 1 | 4 | 5.9% | -7
7 | Nc1cc(N2CCNCC2)ccc1[N+](=O)[O-] | 2 | -5 | · | 0.2% | -6
8 | COc1ccc(NC(=O)C2C3CCC(O3)C2C(=O)O)c(OC)c1 (stereo unspecified) | 4 | 2 | -3 | -5.4% | -2

No. | D2 agonist | D2 antag | D1 ag | D1 antagonist
1 | · | · | 6 | 2
2 | 1.1 | 2 | 4 | -6
3 | · | · | 34* | 28
4 | 0.0 | 7 | -1 | ·
5 | 0.5 | 12 | 0 | -10
6 | -0.8 | -17 | 23 | -15
7 | · | · | 1 | 3
8 | 0.2 | -3 | 1 | 0

(continued)
No. | Structure | RXFP1 antagonist | TRHR enhancer | D2 potentiator | RXFP1 ag | D1 potentiator
9 | COC(=O)C1=C(c2ccc3ccccc3c2)C[C@@H]2CC[C@H]1N2C(=O)NC1Cc2ccccc2C1 | · | 3 | -5 | -3.2% | -1
10 | COc1cccc(OC)c1C(=O)NC(=S)N1C[C@H]2C[C@H](C1)c1cccc(=O)n1C2 | · | 5 | 5 | 0.9% | 2
11 | CC(C)(C)c1ccc(C(=O)Nc2ccc(Cl)cc2C(=O)c2ccccc2)cc1 | -4 | -2 | 4 | -0.4% | 4
12 | CCN(CC)CCOC(=O)c1ccc(N=Cc2c(O)[nH]c(=O)[nH]c2=O)cc1 | 2 | 3 | 5 | 0.5% | -3
13 | Cc1ccc2c(c1)CC1(CN2C)C(=O)NC(=O)N(c2cccc(C)c2C)C1=O (stereo unspecified) | -4 | -1 | -9 | -0.1% | -4
14 | CC(=NCc1ccc2c(c1)OCO2)c1c(O)n(Cc2ccccc2)c(=O)[nH]c1=O | -6 | 2 | -10 | 1.6% | 1
15 | Cc1ccc2nc(C)n(-c3ccc(F)cc3)c(=O)c2c1 | -11 | 2 | -1 | 2.4% | 1
16 | CC1(C)CN=C(Nc2ccccc2C(F)(F)F)S1 | 1 | 1 | -4 | 2.2% | -6

No. | D2 agonist | D2 antag | D1 ag | D1 antagonist
9 | -0.5 | -17 | -1 | 21
10 | 1.3 | -5 | 1 | 10
11 | -1.9 | · | -2 | 9
12 | 0.1 | 5 | 3 | 21
13 | 0.6 | 2 | 2 | -5
14 | -0.2 | -15 | 4 | 3
15 | -0.1 | 6 | 3 | -9
16 | 2.1 | 3 | 17 | -24

Following part.
No. | Structure | RXFP1 antagonist | TRHR enhancer | D2 potentiator | RXFP1 ag | D1 potentiator
17 | O=C1NC(=O)C(=Cc2coc3ccc(O)cc3c2=O)C(=O)N1 | -8 | 9 | -12 | -1.3% | -6
18 | NNC(=O)c1ccc(Cl)cc1 | -6 | 5 | -15 | 4.2% | -5
19 | CN1CCN(c2nc(N(C)C)oc(=O)c2C#N)CC1 | 0 | 8 | 19 | 2.2% | -8
20 | Cc1ccc(-c2cc(-c3ccc(C)cc3)[n+](-c3ccc(C(=O)[O-])cc3)c(-c3ccc(C)cc3)c2)cc1 | · | -3 | -7 | 0.5% | -3
21 | COc1ccc(OC)c(NC(=O)N2C[C@H]3C[C@@H](C2)c2cccc(=O)n2C3)c1 | · | -5 | -9 | 0.5% | 2
22 | CCN1CCC(NCC2CCCCC2)CC1 | -4 | 0 | -14 | 4.1% | -4
23 | N#Cc1c(Cl)nc(Cl)c2c1CCN(Cc1ccccc1)C2 | -7 | 4 | -4 | 7.5% | 5
24 | COc1ccccc1-n1c(-c2cccs2)nc2ccccc2c1=O | -7 | -5 | · | 1.7% | -3

No. | D2 agonist | D2 antag | D1 ag | D1 antagonist
17 | 0.3 | -8 | 3 | -13
18 | 0.9 | -55 | 0 | -3
19 | -0.2 | 2 | 3 | 11
20 | 5.3 | 1 | 2 | -21
21 | 1.0 | 12 | 3 | -5
22 | -0.3 | 21 | 5 | -4
23 | -0.3 | -8 | 5 | 14
24 | · | · | -1 | -9

New compounds follow.
No. | Structure | RXFP1 antagonist | TRHR enhancer | D2 potentiator | RXFP1 ag | D1 potentiator
25 | CC(NC1CCCCC1)C(O)C12CC3CC(CC(C3)C1)C2 (stereo unspecified) | -19 | 0 | -6 | -0.6% | -6
26 | CCc1n[nH]c(CCN)n1 | -7 | -6 | 9 | 0.6% | -1
27 | CCC(=O)N1CC(=O)Nc2ccc(C)cc2C1c1ccc(F)cc1 (stereo unspecified) | -12 | 0 | 13 | 1.1% | 1
28 | CC(C)c1ccc(-n2c(O)c(/C=N/N3CCOCC3)c(=O)[nH]c2=S)cc1 | -11 | 1 | -6 | -2.4% | 1
29 | CCc1ccccc1NC(=O)CNC1CCCCC1 | 7 | 1 | 6 | 1.7% | -5
30 | CC(=O)c1ccc2c(c1)OCO2 | · | 27 | -2 | -1.4% | -1
31 | CCN(CC)CCSc1nc2ccccc2c(=O)n1-c1ccc(Cl)cc1 | -24 | 0 | 0 | 1.1% | -4
32 | O=c1[nH]c(CN2CC=C(c3ccccc3)CC2)nc2cc(C(F)(F)F)ccc12 | -2 | 2 | -10 | 2.0% | -6

No. | D2 agonist | D2 antag | D1 ag | D1 antagonist
25 | 0.6 | -18 | 18 | 6
26 | -0.2 | 4 | 0 | -16
27 | -0.6 | · | 2 | 9
28 | -0.1 | 0 | 2 | 21
29 | -0.2 | -7 | 5 | 1
30 | 0.6 | 4 | 1 | -6
31 | -4.1 | · | 2 | -19
32 | 0.7 | -10 | 1 | -11

Next records:
No. | Structure | RXFP1 antagonist | TRHR enhancer | D2 potentiator | RXFP1 ag | D1 potentiator
33 | COc1ccc(C(=O)CN2CCCCC2)cc1 | 9 | 5 | 2 | -2.1% | -4
34 | COc1cccc(CC(=O)N(C)C2CCCN(Cc3ccccc3F)C2)c1 (stereo unspecified) | 12 | -5 | -7 | 0.7% | -1
35 | Cc1cc(Oc2cc(NN3CCCCC3)c([N+](=O)[O-])cc2[N+](=O)[O-])ccc1[N+](=O)[O-] | · | -3 | -4 | -1.2% | -7
36 | CC(C)(C)NC(=S)N1CCn2cccc2C1c1cccnc1 (stereo unspecified) | -6 | 4 | 9 | 1.3% | -11
37 | CC(OC(=O)c1cn(C)c2ccccc12)C(=O)N(C)c1ccccc1 (stereo unspecified) | 2 | -3 | -15 | 0.3% | 2
38 | C[C@H]1CCC[C@@H](O)CCC/C=C/c2cc(O)cc(O)c2C(=O)O1 | 4 | 1 | 12 | -0.3% | 0
39 | COc1ccc(CN2CC3CC(C2)c2cccc(=O)n2C3)cc1OC (stereo unspecified) | -28 | 14 | 6 | 1.3% | 7
40 | C#CC(CC)(CC)NC(=O)Nc1ccc(OCC)cc1 | -4 | -5 | -7 | -0.7% | -7

No. | D2 agonist | D2 antag | D1 ag | D1 antagonist
33 | 0.1 | 9 | 6 | -12
34 | 0.7 | 1 | 2 | 6
35 | -0.6 | -9 | 0 | 13
36 | 0.4 | 18 | 3 | -16
37 | 0.1 | -1 | 1 | 0
38 | 0.4 | -22 | 5 | -11
39 | 0.8 | -20 | 0 | -27
40 | -0.3 | 19 | 1 | 2

(next part)
No. | Structure | RXFP1 antagonist | TRHR enhancer | D2 potentiator | RXFP1 ag | D1 potentiator
41 | O=C(Nc1ccc(Cl)cc1)OC1CN2CCC1CC2 (stereo unspecified) | -2 | -5 | 4 | -1.2% | -8
42 | O=c1c2cc(Cl)cc(Cl)c2nc(CN2CCOCC2)n1-c1ccccc1F | -2 | 3 | 5 | 0.3% | -4
43 | COc1ccc(OCC(=O)N2CCN(Cc3ccc(SC)cc3)CC2)cc1 | -18&-10 | 8&-5 | 34*! | 1.3%&3.1% | 24&-3
44 | CCCCc1ccc2[nH]cc(CCN)c2c1 | -1 | 16 | -20 | 0.4% | 2
45 | CCCNc1oc(-c2cccc3ccccc23)nc1C#N | 8 | 2 | 6 | 13% | -3
46 | CCCNC(=O)Cn1cnc2sc(C(=O)N3CCC4(CC3)OCCO4)c(C)c2c1=O | 26 | -1 | 4 | 19% | 10
47 | CCCCCn1c(=O)c(C(=O)Nc2ccccc2N)c(O)c2ccccc21 | 5 | -4 | 4 | 0.6% | -4
48 | O=C(c1cccc([N+](=O)[O-])c1)C12CN3CN(CN(C3)C1)C2 | -3 | -5 | -4 | 0.5% | 4
49 | COc1cc(C(C)=O)ccc1OC(=O)N(C)c1ccccc1 | 2 | 9 | 6 | -1.1% | -4
50 | COc1ccc2c(c1OC)C(=O)OC2c1c(O)n(Cc2ccc(F)cc2)c(=O)[nH]c1=O (stereo unspecified) | -21 | 11 | 1 | 0.2% | -2
51 | CCc1nc2ccc(N3CCN(C)CC3)cc2nc1CC | -4 | -4 | · | 19% | -5

No. | D2 agonist | D2 antag | D1 ag | D1 antagonist
41 | 0.8 | -2 | 30* | -15
42 | -0.6 | -4 | 0 | 4
43 | 0.3&-0.8 | 46* | 2&9 | -38*!
44 | 44* | 14 | 90* | 5
45 | -0.6 | 18 | -2 | -28
46 | 1.4 | -2 | 2 | 6
47 | · | · | 0 | 16
48 | 1.4 | 23 | 7 | 39
49 | -0.1 | 7 | 6 | 5
50 | 0.3 | 11 | 4 | 3
51 | · | · | 0 | 9

As entered above.
O=C(Nc1ccc(Cl)cc1)OC1CN2CCC1CC2 (stereo unspecified) in D2 antag: -2
COc1cc(C(C)=O)ccc1OC(=O)N(C)c1ccccc1 in D2 potentiator: 6
COc1ccc(OCC(=O)N2CCN(Cc3ccc(SC)cc3)CC2)cc1 in D2 agonist: 0.3&-0.8
O=C(c1cccc([N+](=O)[O-])c1)C12CN3CN(CN(C3)C1)C2 in D2 potentiator: -4
CCCNC(=O)Cn1cnc2sc(C(=O)N3CCC4(CC3)OCCO4)c(C)c2c1=O in D2 potentiator: 4
COc1ccc2c(c1OC)C(=O)OC2c1c(O)n(Cc2ccc(F)cc2)c(=O)[nH]c1=O (stereo unspecified) in RXFP1 antagonist: -21

These rows are one share of the data (hit frequency here may not be typical).
